GRK2 aptamer HTS: compounds blocking aptamer binding on GRK2 – biochemical, human GRK2, bead flow cytometry, HTS, primary screen. AID 488847, 2010. 330,000 tested, 0.59% active. Beta-adrenergic receptor kinase 1 (Homo sapiens), P25098. FAM-aptamer displacement from GRK2. inhibition of aptamer binding, % at 10 µM;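 active = inhibition of aptamer binding above 40%, roughly 3 SD of noise, on plates passing a quality check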;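 also: median bead fluorescence of bound FAM aptamer so fluorescent compounds give negative values; no value below 0 was filed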
AGP1-GFP MLPCN: modulators of AGP1-GFP expression in yeast TOR pathway, primary screen, cell-based, multiplex flow cytometry, S. cerevisiae, MLPCN library. 3 h; GFP as percent of DMSO wells. GFP response vs DMSO, % at 10 µM. 320,000 tested, 0.02% active. AID 2066, 2009;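 active = GFP response relative to DMSO above a set limit, near screen average plus 3 SD, cut at about 150% in these data; inconclusive = fewer than 70 cells counted for the yeast strain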;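 also: median GFP channel fluorescence of the gated AGP1 strain per well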
Bcl-xL primary: inhibitors of human Bcl-xL, primary screen, biochemical, fluorescence polarization, HTS; inhibition, % at 10.9 µM; GST-Bcl-xL / FITC-Bim BH3 peptide fluorescence polarization; 320,000 tested, 0.7% active; Bcl-2-like protein 1 (Homo sapiens), Q07817;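 active = inhibition above the mean of all tested compounds plus 3 SD, cutoff set per campaign, cut at about 30% in these data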;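 also: 0% = DMSO wells and 100% = unlabeled Bim-BH3 peptide competitor; inhibitors lower millipolarization by displacing the labeled peptide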
Target sequence (Q07817 whole entry, looked up): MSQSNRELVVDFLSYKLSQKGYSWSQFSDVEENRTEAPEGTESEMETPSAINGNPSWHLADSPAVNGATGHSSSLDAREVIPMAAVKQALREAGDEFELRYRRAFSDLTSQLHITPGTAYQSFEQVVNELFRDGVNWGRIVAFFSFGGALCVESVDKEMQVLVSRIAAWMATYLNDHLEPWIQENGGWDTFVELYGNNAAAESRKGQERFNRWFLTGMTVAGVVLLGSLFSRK
MEX-5 binding: MEX-5 zinc finger RNA-binding disruptors – biochemical, C. elegans, fluorescence polarization, MLPCN library, primary screen; 300,000 tested, 0.38% active; activity score (negative = inhibition of binding), % at 10 µM; AID 1832, 2009; MEX-5/FITC-TCR2 RNA binding; active compounds read low; Zinc finger protein mex-5 (Caenorhabditis elegans), Q9XUB2;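 active = inhibition past about -25% in most replicates, and total fluorescence under double the plate's negative control median, limit read from the data; inconclusive = replicates evenly split on the limit, or fluorescence at least double controls; inactive = too little inhibition in most replicates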;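 also: 0% = DMSO and -100% = 5 µM competing unlabeled TCR2 RNA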
Target sequence (Q9XUB2 whole entry, looked up): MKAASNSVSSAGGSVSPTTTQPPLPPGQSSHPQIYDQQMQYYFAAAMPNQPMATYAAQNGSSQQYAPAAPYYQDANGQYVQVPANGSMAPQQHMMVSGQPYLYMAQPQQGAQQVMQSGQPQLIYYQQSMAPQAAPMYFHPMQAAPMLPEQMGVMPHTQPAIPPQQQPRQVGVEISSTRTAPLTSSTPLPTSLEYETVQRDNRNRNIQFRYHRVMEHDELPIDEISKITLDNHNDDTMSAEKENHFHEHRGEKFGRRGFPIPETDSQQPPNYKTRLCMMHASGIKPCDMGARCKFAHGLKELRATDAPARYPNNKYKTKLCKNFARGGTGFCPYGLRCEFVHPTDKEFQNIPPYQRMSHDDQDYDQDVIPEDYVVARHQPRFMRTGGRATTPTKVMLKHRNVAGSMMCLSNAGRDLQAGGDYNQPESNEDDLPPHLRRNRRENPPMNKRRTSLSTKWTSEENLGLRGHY
CIT2-GFP yeast: modulators of CIT2-GFP expression in yeast, primary screen, S. cerevisiae, GFP fusion, multiplex flow cytometry, MLPCN library | S. cerevisiae CIT2-GFP strain, 3 h; 100 means same as DMSO wells | GFP response vs DMSO, % at 10 µM | 320,000 tested, 0.065% active | AID 2029, 2009;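 active = GFP response relative to DMSO above a set limit, near the screen mean plus 3 SD, cut at about 150% in these data; inconclusive = Fewer than 70 cells measured for a yeast strain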;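 also: ratio of well median GFP fluorescence to mean of DMSO wells on the plate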
CR mimetic SO: reduction of superoxide in aged yeast, primary screen, HTS; AID 2690, 2010; S. cerevisiae aged cells, superoxide DHE fluorescence; active compounds read low; 330,000 tested, 0.18% active; superoxide response (% of plate mean), % at 10 µM;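 active = superoxide response under a set limit, about three screen SD below normal, cut at about 65% in these data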;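 also: yeast aged for seven days with compound at 30 °C before DHE staining; 100% = average MFI of all compound-treated wells on the plate with controls excluded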
MCL1-BIM inh: inhibitors of MCL1 binding to BIM-BH3, primary screen, biochemical, fluorescence polarization. inhibition, % at 10.9 µM. 320,000 tested, 0.68% active. GST-MCL1 / FITC-Bim-BH3 fluorescence polarization. Induced myeloid leukemia cell differentiation protein Mcl-1 (Homo sapiens), Q07820;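 active = inhibition above the mean inhibition of all tested compounds plus 3 SD, set per campaign, cut at about 40% in these data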;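 also: 0% = DMSO wells and 100% = unlabeled Bim-BH3 peptide control; higher means more loss of mP so more displacement of Bim peptide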
Target sequence (Q07820 whole entry, looked up): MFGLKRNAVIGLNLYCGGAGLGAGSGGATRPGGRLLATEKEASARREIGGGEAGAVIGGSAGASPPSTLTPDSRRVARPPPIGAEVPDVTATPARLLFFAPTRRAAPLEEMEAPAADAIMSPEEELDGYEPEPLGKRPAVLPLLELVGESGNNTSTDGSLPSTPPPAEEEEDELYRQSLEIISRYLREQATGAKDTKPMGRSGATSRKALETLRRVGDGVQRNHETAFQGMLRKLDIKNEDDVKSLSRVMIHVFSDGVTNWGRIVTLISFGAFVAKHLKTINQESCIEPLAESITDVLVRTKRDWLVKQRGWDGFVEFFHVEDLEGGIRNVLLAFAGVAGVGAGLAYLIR
VLA-4 inh: inhibition in human VLA-4 binding assay, primary screen, VLA-4 allosteric modulator project, MLPCN library, flow cytometry, VLA-4 expressing cells; Integrin alpha-4 (Homo sapiens), P13612; ligand binding flow cytometry; inhibition, % (about 7 µM as worked out from the volumes in the protocol); 330,000 tested, 0.2% active; AID 2557, 2010; in the data active = inhibition above about 50%
GLD-1 TGE inh: GLD-1/TGE RNA complex disruptors, primary screen, biochemical, fluorescence polarization; purified GLD-1 + fluorescein TGE RNA; inhibition, % at 5.96 µM; 320,000 tested, 0.44% active;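 active = percent inhibition above a per-plate cutoff, the plate mean of test compounds plus 3 SD, cut at about 30% in these data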;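 also: 0% = DMSO wells with GLD-1 and probe and 100% = wells lacking GLD-1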
Numbers without * were called inactive; ? = inconclusive; nt = no result given.

SMILES	GRK2 aptamer HTS	AGP1-GFP MLPCN	Bcl-xL primary	MEX-5 binding	CIT2-GFP yeast	CR mimetic SO	MCL1-BIM inh	VLA-4 inh	GLD-1 TGE inh
COc1cccc(N2CCN(CC(=O)Nc3ccc(-n4cnnn4)cc3)CC2)c1	0	103	1	-1.4	94	102	4	8	2
CCCn1c(=O)c2c(c3ccccc31)OCC(=O)N2	3	100	7	1.5	103	113	0	-7	-3
CC(=O)Nc1ccc(NS(=O)(=O)c2ccccc2)c2ccccc12	0	95	-2	-1.6	101	109	1	0	6
Cn1nc(C(F)(F)F)c(/C=N/OC(=O)c2ccccc2)c1Sc1ccc(Cl)cc1	nt	88	4	0.9	81	94	5	16	1
CCOC(=O)C1=C(C)n2c(s/c(=C3\C(=O)Nc4ccccc43)c2=O)=NC1c1ccc(OC)cc1 (centres undefined)	5	102	6	2.7	104	108	9	16	9
COc1ccc(N2CCN(C(=O)CCNS(=O)(=O)c3ccc4c(c3)CCC(=O)N4)CC2)cc1	32	112	4	nt	108	89	10	1	4
C=CCn1c(SCC(=O)Nc2ccc(C)cc2C)nnc1-c1cccnc1	0	nt	-1	0.5	102	100	-3	-11	3
COCCCN(C(=S)Nc1cc(Cl)cc(Cl)c1)C(C)c1ccncc1 (centres undefined)	4	114	4	-0.3	105	99	10	-7	3
CCn1c(C(=O)N2CCCC(C(=O)NCCc3ccc(C)cc3)C2)cc2sccc21 (centres undefined)	5	95	0	nt	96	97	-6	7	6
Cc1cccc(C)c1NC(=O)NC1(C(=O)N2CCOCC2)CCCCC1	1	110	6	-1.9	100	98	4	6	3
COc1ccc(CCNC(=O)COc2cc(=O)n(C)c3ccccc23)cc1OC	2	102	4	-1.2	99	110	-5	21	-4
NS(=O)(=O)c1cc(C(=O)OCC(=O)c2ccccc2)c(Cl)cc1Cl	0	109	6	1.5	112	96	-1	-4	-6
Cc1cc(C)c(C#N)c(SCC(=O)Nc2ccc3c(c2)OCO3)n1	0	nt	8	0.9	98	107	7	-2	0
COCC(=O)NC1CCN(S(=O)(=O)c2ccc(C(=O)O)cc2)CC1	1	107	5	2.3	99	96	2	-7	6
COc1ccc(C(C)N2CC34C=CC(O3)C(C(=O)O)C4C2=O)cc1 (centres undefined)	3	97	1	-0.4	86	102	-2	7	-1
COC(=O)c1ccc(COc2ccccc2/C=C(\C#N)C(=O)NC(C)C)cc1	6	94	1	-0.1	96	97	10	12	0
CC(=O)N1c2ccc(S(=O)(=O)NCC3CCC(C(=O)N4CCC(C)CC4)CC3)cc2CC1C (centres undefined)	0	93	4	4.2	95	102	1	13	3
O=C(NC1=NCCS1)c1cccc(N2C(=O)c3ccccc3C2=O)c1	3	98	0	0.2	92	101	-6	8	1
Cc1ccc(N=C2SCCCN2C(=O)c2ccco2)cc1Cl	0	93	5	1.1	89	99	-2	-5	-4
COc1ccc(CNS(=O)(=O)c2ccc3c(c2)NC(=O)C(C)S3)cc1 (centres undefined)	0	93	6	1.3	90	108	8	16	3
CCc1ccc(CCC(=O)Nc2ncc(Cc3ccccc3Cl)s2)o1	2	nt	3	0.3	nt	95	4	2	-7
Cc1cccc(NC(=O)CSc2nnc(-c3ccccc3)n2N)c1C	0	109	5	0.3	102	105	11	31	0
CC(C)(C)c1ccc(C(=O)NN2CCOCC2)cc1	0	96	9	-0.5	101	93	5	7	-5
O=C(NCc1ccco1)c1cccnc1-c1nc2ccccc2s1	0	107	8	0.0	107	91	11	-1	2
O=C(COC(=O)c1c(F)cccc1F)c1ccc[nH]1	0	95	2	-2.0	92	100	5	4	4

Continued:
SMILES	GRK2 aptamer HTS	AGP1-GFP MLPCN	Bcl-xL primary	MEX-5 binding	CIT2-GFP yeast	CR mimetic SO	MCL1-BIM inh	VLA-4 inh	GLD-1 TGE inh
FC(F)Oc1ccccc1C1CC(c2ccc(Br)s2)Nc2ncnn21 (centres undefined)	5	?	4	-2.4	?	106	-4	1	1
O=C(Cn1c(C(F)(F)F)nc2ccccc21)Nc1ccccc1C(=O)O	0	105	2	2.3	104	93	13	-1	1
Cc1cc(C)c2nc(C)cc(N/N=C/c3ccc(O)cc3)c2c1	3	99	-12	0.3	95	106	3	-12	3
NC(=O)[C@@H]1CC2(CC(c3cccc(NC(=O)COc4ccc(Cl)cc4)c3)=NO2)CN1C(=O)c1ccccc1 (some centres undefined)	18	90	-2	-1.0	99	89	-4	-12	5
CN(c1ccccc1)c1nc(N)c(C#N)c(CC#N)c1C#N	2	94	9	2.2	100	99	13	12	3
COc1cc(CCC(=O)OCC(=O)Nc2ccccc2C(C)C)cc(OC)c1OC	0	95	3	nt	95	86	3	20	0
CCCS(=O)(=O)Nc1cc(C(F)(F)F)ccc1OCCOC	0	99	0	-1.1	99	100	5	-1	6
COc1ccc(C)c2sc(N3CCCC3)nc12	0	88	7	-0.8	89	93	5	9	-4
CCSc1nnc(NC(=O)CCc2ccccc2)s1	0	100	0	1.5	98	93	-2	6	-1
CC(=O)NNC(=O)CSc1nnc(-c2ccccc2)c(-c2ccccc2)n1	2	100	12	-8.1	102	105	19	12	4
CCOC(=O)CNC(=O)CSc1ccc2nnc(-c3ccc(F)cc3)n2n1	4	99	2	-1.1	90	109	4	19	-14
CC1CCN(C(=O)Cn2nc(C(F)(F)F)c3c2CCCC3)CC1	9	100	3	1.1	106	81	7	-8	1
COc1ccc(CC(=O)NNC(=O)CSc2ccc(C)cc2)cc1	2	103	-3	1.2	105	101	-4	53*	-4
Cc1ccc(C)n1-n1cnc2scc(-c3cccs3)c2c1=O	0	89	2	1.7	87	103	-9	14	0
Cc1n[nH]c(C)c1CN(C)C(=O)c1cc(COc2ccc(F)c(F)c2)on1	2	99	6	1.0	96	88	-1	2	4
Cc1noc(C)c1S(=O)(=O)N1CCC(C(=O)NCCc2ccc(S(N)(=O)=O)cc2)CC1	0	109	1	1.3	99	87	6	-3	-2
Cn1cc(C(=O)c2ccc(Cl)cc2Cl)cc1C(=O)N/N=C(\N)COc1cccc(C(F)(F)F)c1	3	91	2	-3.3	107	102	11	4	13
CCOC(=O)c1cc2c(n(-c3ccc(C)cc3)c1=O)CCCC2=O	0	109	-4	1.8	110	95	-3	8	0
COc1ccc(C(=O)Nc2cc(C(F)(F)F)ccc2-n2cnc3ccccc32)cc1	3	103	3	1.7	101	95	5	0	2
COC(=O)c1cccc(NS(C)(=O)=O)c1C	0	101	4	-0.3	99	89	6	-3	1
CC(=O)Nc1cccc(Oc2ncnc3scc(-c4ccc(C(C)C)cc4)c23)c1	3	111	7	0.4	106	94	9	3	5
CCN1CCN(C(=O)CN(C)S(=O)(=O)c2cc(C)ccc2OC)CC1	1	100	4	-3.4	108	100	-2	5	5
COc1ccc(-c2cc(C)no2)cc1S(=O)(=O)N1CCCN(Cc2ccc(F)cc2)C1	0	73	1	3.3	103	98	1	1	7
Cc1cccc(C)c1OCCCCn1cnc2ccccc2c1=O	1	98	5	nt	94	81	7	-13	6
CCOC(=O)c1cc(-c2nnc(-c3ccc(Cl)cc3)o2)c(C)nc1C	1	100	2	0.3	98	117	3	11	5

Following part:
SMILES	GRK2 aptamer HTS	AGP1-GFP MLPCN	Bcl-xL primary	MEX-5 binding	CIT2-GFP yeast	CR mimetic SO	MCL1-BIM inh	VLA-4 inh	GLD-1 TGE inh
COc1cc(C(=O)Nc2cccc(-c3nc4ncccc4o3)c2C)cc(OC)c1OC	0	92	1	-4.7	94	109	4	-9	0
COc1nc(N(C)C)nc(N(C)c2cc(Cl)cc(Cl)c2)n1	0	101	1	-1.9	99	99	10	0	2
O=C(NCc1ccncc1)Nc1cccc(Cl)c1	0	98	9	-1.6	100	99	6	15	1
CCOC(=O)C1=C(COC(=O)CCOc2cccc(C)c2)NC(=O)NC1C (centres undefined)	1	103	2	-0.6	100	104	3	19	3
COc1cc(/C=N/NC(N)=S)cc(Br)c1OCc1ccccc1F	0	106	4	0.3	103	121	10	-4	3
COc1cccc(C(=O)Nc2cc3c(cc2N2CCCC2)n(C)c(=O)n3C)c1	2	100	8	-2.1	99	81	4	-2	0
N#Cc1ccc(CN2C(=O)NC3(CCCCCC3)C2=O)cc1	1	106	1	-1.1	105	112	1	2	12
CC(C)C(NC(=O)OCc1ccccc1)C(=O)OCC(=O)N1CCCCC1 (centres undefined)	2	115	4	0.9	125	104	1	0	5
COc1cccc(NC(=O)c2cc(-c3ccccn3)nc3ccccc23)c1	0	96	-1	nt	99	117	-3	-10	4
Cc1cc(C(=O)CN2C(=O)c3ccccc3C2=O)c(C)n1Cc1cccs1	1	104	1	-4.6	104	107	-11	8	2
COc1ccc2oc(C(=O)N(C)Cc3ccc4c(c3)OCCO4)c(C)c2c1	0	100	-2	1.4	92	102	-7	6	-2
Cc1cc(C)cc(N(CCC#N)C(=O)CSc2nc3nc(C)cc(C)n3n2)c1	1	103	-4	-1.0	94	93	-6	2	7
CC(C)(C)OC(=O)NCc1nc(N)n[nH]1	0	100	3	0.0	104	109	4	11	2
O=[N+]([O-])c1ccccc1S(=O)(=O)Nc1cccnc1	4	105	11	-2.8	106	82	9	1	12
CCOC(=O)/C(C#N)=C/c1cccc(C)c1	0	86	nt	0.7	98	108	nt	1	nt
Cc1cc(-c2n[nH]c(=S)n2/N=C/C(Cl)=C/c2ccccc2)n[nH]1	0	102	-28	-2.1	107	90	-18	3	3
CCOC(=O)C1CCN(S(=O)(=O)c2c(C)[nH]c(C)c2C(=O)N2CCCCC2)CC1	0	95	3	1.1	94	91	8	32	-3
C[C@@H]1CN(Cc2nc(Cc3ccccc3F)no2)C[C@H](C)O1	1	98	1	0.2	89	102	1	1	0
O=C(Nc1ccc(NC(=O)c2ccco2)nc1)c1ccco1	0	95	-1	-1.3	93	104	0	1	0
COC(=O)c1ccccc1NC(=O)c1ccc(NC(=O)C2CCCO2)cc1 (centres undefined)	0	85	6	-0.2	89	107	-2	-2	-2
O=S(=O)(NC1CCCC1)c1ccc(S(=O)(=O)NC2CCCC2)cc1	0	104	2	-1.0	100	83	2	12	4
O=S(=O)(Nc1ccc2oc(-c3ccccc3)nc2c1)c1ccccc1	0	?	4	0.9	?	96	4	5	1
CC(=O)NCCCc1c[nH]c2ccc(Cl)cc12	0	103	4	-5.5	99	93	9	19	2
Cc1ccc(OCC(=O)N2CCC(C)CC2)c([N+](=O)[O-])n1	0	101	-7	nt	104	91	-8	0	-1
O=C1C2C3CC(C(Br)C3Br)C2C(=O)N1c1nccs1 (centres undefined)	0	97	-1	0.6	90	113	-1	1	6
CSc1nc(C)cc(/C=C\c2ccccc2)c1C#N	6	99	2	-4.5	101	101	-6	-17	6
C=C1C(C(=O)N2CCN(C)CC2)C1C(=O)N1CCN(C)CC1 (centres undefined)	0	75	13	-0.3	67	98	9	14	4
COc1ccc(-n2ccnc2CN2CCCC(CO)(Cc3cccc(OC)c3)C2)cc1 (centres undefined)	0	103	2	1.8	104	116	7	-1	-1

High-throughput results from PubChem BioAssay.
